# Screens (PubChem)
# HePTP inh – blocks human HePTP tyrosine phosphatase | P35236 | recombinant HePTP phosphatase activity, OD absorbance | inhibition, % at 20 µM | hit rate 0.64% among 110,000 | AID 521; in the data active = inhibition above about 50%;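 also: plate controls were vehicle for no effect and reference inhibitor for full effect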
# Target sequence (P35236 whole entry, looked up): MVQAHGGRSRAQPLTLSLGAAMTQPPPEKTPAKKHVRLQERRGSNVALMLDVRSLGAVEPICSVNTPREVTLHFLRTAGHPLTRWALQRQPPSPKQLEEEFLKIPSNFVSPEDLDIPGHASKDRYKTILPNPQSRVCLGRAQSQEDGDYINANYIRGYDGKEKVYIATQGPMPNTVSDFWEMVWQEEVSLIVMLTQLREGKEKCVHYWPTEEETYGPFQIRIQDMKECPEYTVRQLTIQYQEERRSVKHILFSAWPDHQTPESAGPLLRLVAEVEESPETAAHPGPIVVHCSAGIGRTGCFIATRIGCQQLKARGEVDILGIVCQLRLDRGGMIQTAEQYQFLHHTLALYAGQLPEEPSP
# BAP1 block – inhibitors of human BAP1 deubiquitinase. Q92560. recombinant BAP1, Ub-AMC hydrolysis fluorescence kinetic; stronger effect = lower value. activity remaining (% of control), % at 20 µM. hit rate 0.48% among 72,000. AID 436;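 active = activity remaining at or below 50% of control, provided the compound also passes the data quality filters; inactive = the rest, including low values that fail the filters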;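 also: 100% = DMSO wells rate and 0% = substrate alone blank rate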
# Target sequence (Q92560 whole entry, looked up): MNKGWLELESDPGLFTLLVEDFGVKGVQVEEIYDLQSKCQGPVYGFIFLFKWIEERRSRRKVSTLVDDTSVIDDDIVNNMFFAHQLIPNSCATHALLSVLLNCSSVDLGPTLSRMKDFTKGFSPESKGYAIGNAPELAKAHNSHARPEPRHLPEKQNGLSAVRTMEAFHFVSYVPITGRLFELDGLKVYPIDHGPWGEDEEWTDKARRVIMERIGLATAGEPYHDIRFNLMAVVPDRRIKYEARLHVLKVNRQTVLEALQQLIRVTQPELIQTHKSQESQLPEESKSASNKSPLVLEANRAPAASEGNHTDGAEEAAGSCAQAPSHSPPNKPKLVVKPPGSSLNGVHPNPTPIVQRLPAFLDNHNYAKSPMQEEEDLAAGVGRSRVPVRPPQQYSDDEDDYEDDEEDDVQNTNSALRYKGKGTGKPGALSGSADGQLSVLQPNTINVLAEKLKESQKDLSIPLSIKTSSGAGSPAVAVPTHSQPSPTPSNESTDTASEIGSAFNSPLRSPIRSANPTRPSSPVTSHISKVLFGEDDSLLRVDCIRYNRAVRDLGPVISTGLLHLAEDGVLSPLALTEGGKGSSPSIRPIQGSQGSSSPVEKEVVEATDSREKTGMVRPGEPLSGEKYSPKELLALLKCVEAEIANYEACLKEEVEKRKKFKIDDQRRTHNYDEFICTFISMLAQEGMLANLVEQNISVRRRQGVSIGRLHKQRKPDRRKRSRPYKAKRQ
# * marks the source's active call; other numbers are inactive results; . = not tested or not shown; & = joins results of further samples.
SMILES,HePTP inh,BAP1 block
O=C(Nc1ccc(N2CCOCC2)c(Cl)c1)c1ccc(-c2ccc(F)cc2)o1,10,.
O=C(Nc1ccccc1C(=O)O)c1cccc(N2C(=O)c3ccccc3C2=O)c1,10,.
CC(=O)Oc1cccc2ccc(=O)[nH]c12,-8,.
O=[N+]([O-])c1ccc2c(c1)S(=O)(=O)NC2=NCc1ccccc1,7,.
O=C(CCCCn1c(=O)[nH]c2ccccc2c1=O)NC1CCN(Cc2ccccc2)CC1,-8,93
O=C1C(=O)N(c2nc3ccccc3s2)C(c2ccccc2Cl)/C1=C(/O)c1ccccc1 (stereo not drawn),-21,.
Cc1ccc(/C=C/C(=O)N2CCN(c3ccccc3)CC2)o1,12,.
Cc1ccc(NC(=O)COc2nc(C)cs2)cc1,-1,81
Cc1ccccc1-n1nc2c(c1NC(=O)c1c(-c3ccccc3Cl)noc1C)CS(=O)(=O)C2,-1,96
CCOC(=O)c1ccc(NS(=O)(=O)c2cc(C)ccc2OC)cc1,1,162
O=C(c1ccc(F)cc1)c1ccc(N2CCOCC2)cc1,-1,.
COc1ccccc1C(=O)Nc1nnc(-c2ccc3c(c2)CCCC3)o1,2,98

# Profiles, quoted from the list. Screens in order: HePTP inh | BAP1 block
# `CCOC(=O)c1ccc(NS(=O)(=O)c2cc(C)ccc2OC)cc1` is listed as 1 | 162
# `CC(=O)Oc1cccc2ccc(=O)[nH]c12` is listed as -8 | .
# `O=C1C(=O)N(c2nc3ccccc3s2)C(c2ccccc2Cl)/C1=C(/O)c1ccccc1` (stereo not drawn) is listed as -21 | .
# `COc1ccccc1C(=O)Nc1nnc(-c2ccc3c(c2)CCCC3)o1` is listed as 2 | 98
# `O=[N+]([O-])c1ccc2c(c1)S(=O)(=O)NC2=NCc1ccccc1` is listed as 7 | .

# Remaining list, next part.
SMILES,HePTP inh,BAP1 block
NC(Cc1ccc(Oc2ccc(O)cc2)cc1)C(=O)O (stereo not drawn),-1,81
NC(=O)c1c(NC(=O)c2ccccc2Br)sc2c1CCCC2,.,89
CCN(CC)C(=O)c1sc(NC(=O)COc2ccc(Cl)cc2)c(C(=O)OC(C)C)c1C,3,.
CCNc1nc(N)nc(Oc2ccc(OCCOc3ccccc3)nn2)n1,4,126
O=C(CCCn1c(=S)[nH]c2cc3c(cc2c1=O)OCO3)N1CCc2ccccc2C1,0,90
NNC(=O)/C(=C\c1cccs1)NC(=O)c1ccccc1,6,.
CC(C)CC(=O)N1c2ccccc2NC2=C(C(=O)CC(C)(C)C2)C1c1ccco1 (stereo not drawn),1,.
O=C(NCCOC(=O)c1cccs1)c1cccnc1,10&8,113
Cc1oc(-c2ccc(F)cc2)cc1-c1nn2c(-c3ccco3)nnc2s1,10,.
COc1cccc(C2NC(=O)NC(C)=C2C(=O)OCC(C)C)c1 (stereo not drawn),.,115
CCc1cccc2c1NC(=O)[C@]21[C@@H]2C(=O)N(Cc3ccccc3)C(=O)[C@@H]2[C@@H]2CCCN21,6,91
CC(C)OCCCNC(=O)CN1CCN(Cc2ccccc2Cl)C1=O,8,92

# Part of the list above, as labelled records.
mol: O=[N+]([O-])c1ccc2c(c1)S(=O)(=O)NC2=NCc1ccccc1
  HePTP inh = 7	BAP1 block = .

mol: O=C(CCCCn1c(=O)[nH]c2ccccc2c1=O)NC1CCN(Cc2ccccc2)CC1
  HePTP inh = -8	BAP1 block = 93

mol: O=C1C(=O)N(c2nc3ccccc3s2)C(c2ccccc2Cl)/C1=C(/O)c1ccccc1 (stereo not drawn)
  HePTP inh = -21	BAP1 block = .

mol: Cc1ccc(/C=C/C(=O)N2CCN(c3ccccc3)CC2)o1
  HePTP inh = 12	BAP1 block = .

# The results go on.
SMILES,HePTP inh,BAP1 block
Cc1cccc(CC2CC(=O)N(c3ccc(C)cc3Br)C2=O)c1 (stereo not drawn),0,.
CC(C)COc1ccc(/C=C2\SC(=S)NC2=O)c2ccccc12,2,.
CCC(=O)Oc1cc2oc(=O)cc(C)c2cc1CC,-4,.
CCOc1ccccc1C(C1=C(O)CC(C)(C)CC1=O)C1C(=O)CC(C)(C)CC1=O (stereo not drawn),8,.
COc1ccc(-c2nc(-c3ccc(O)cc3)[nH]c2-c2ccc(OC)cc2)cc1,11,.
C/C(Cn1nnc([N+](=O)[O-])n1)=N/NC(=O)Cc1ccc(Cl)cc1,-2,.
O=C1c2ccc(Oc3cccc([N+](=O)[O-])c3)cc2C(=O)N1c1ccncc1,-13,.
O=c1c(-c2ccco2)[n+]([O-])c2ccccc2n1OCc1ccccn1,6,83
Cc1ccc(CNc2oc(COc3ccccc3Cl)nc2C#N)cc1,9,.
CCN(CC)c1ccc(C=C(C#N)C#N)c(OC)c1,2,.
CCCCOC(=O)CCN1C(=O)/C(=C/c2ccc3c(c2)OCO3)SC1=S,0,.
O=C(O)/C=C/C(=O)Nc1ccc2c(c1)OCO2,5,.
COC(=O)c1ccccc1NC(=O)CN(c1ccc(C)cc1)S(C)(=O)=O,1,.
Cc1cc(Cl)ccc1OCC(=O)Nc1c(C)ccc2nsnc12,0,.
COc1ccc(NC(C)=O)cc1NC(=O)CSc1nnc(-c2ccc(F)cc2)n1N,-7,92
COc1ccccc1C(=O)N1CCN(CCc2ccccc2)CC1,-7,66
CCOc1ccccc1C(=O)NC1CC2CCCC(C1)N2Cc1nnnn1Cc1ccco1 (stereo not drawn),3,93
COC(=O)C(CC(C)C)NC(=O)CSc1nc(-c2ccccc2)c(C#N)c(=O)[nH]1 (stereo not drawn),7,84
Cc1ccsc1C(=O)OC1CCOC1=O (stereo not drawn),3,115
O=S(=O)(c1cccc(-c2csc(-c3ccccc3)n2)c1)N1CCOCC1,6,55
CC(=O)Nc1ccc(S(=O)(=O)Nc2ccc(N3CCOCC3)c(F)c2)cc1,-2,94
O=C(Cc1ccccc1)NCc1ccco1,4,.
Cc1ccc(S(=O)(=O)N2CCCC(c3nnc4n3-c3ccccc3SC4)C2)cc1 (stereo not drawn),13,103
CC(C)C(OC(=O)C1CCCO1)C(=O)NC1CCCC1 (stereo not drawn),3,102
Cc1cc(=O)n2[nH]c(-c3ccccc3Cl)cc2n1,-6&9,101
Nc1ccc(Cl)c(NC(=O)c2cccs2)c1,-6,91
O=C(Nc1ccc(NC(=O)c2ccc(-c3ccc(F)cc3)o2)cc1)c1ccco1,-10,.
CCOc1ccc(-c2nnc(N)s2)cc1,0,85
O=C(Cn1c(=O)oc2ccccc21)NC(=O)NCc1ccco1,-4,111
O=C(Nc1ccccn1)c1ccccc1O,10,.
CC(C)(Cc1ccc(O)cc1)NC(=O)SCc1ccccc1,6,.
S=C(c1cccc(OCc2ccccc2)c1)N1CCOCC1,3,.
CC(=O)c1c(COC(=O)c2ccco2)nc2ccccc2[n+]1[O-],11,98
CCOC(=O)c1ccc(N2C(=O)C(O)=C(C(C)=O)C2c2ccccn2)cc1 (stereo not drawn),-15,90
COC(=O)c1sc(NC(=O)c2cccc(F)c2)c(C(=O)OC)c1C,-1,.
CCOC(=O)c1c(CN2CCC(C)CC2)oc2ccc(OC)cc12,1,95
CN(C)Cc1c(O)ccc2occ(C(=O)c3cccs3)c12,-12,.
CC1=C(C(=O)OCc2ccccc2)C(c2ccccc2OC(F)F)NC(=O)N1 (stereo not drawn),-11,84
Cc1ccc(C)c(C(=O)NCCN(C)C)c1,9,106
c1ccc(-c2ccccc2-c2nc(-c3ccncc3)no2)cc1,-3,121
CCCOc1ccc(C(=O)N2CCCC2C(=O)O)cc1 (stereo not drawn),7,124
O=[N+]([O-])c1ccc(S(=O)(=O)N(CCO)C2CCCCC2)cc1,9,.
NCC12CC3CC(C1)CC(CN)(C3)C2,2,101
CCCCOc1cc(CC2CNC(=O)N2)ccc1OC (stereo not drawn),.,98
COc1ccc2c(=O)cc(C(F)(F)C(F)(F)C(F)(F)C(F)F)oc2c1,-7,.
C=C(C)CSc1nc2sc3c(c2c(=O)n1CC(=C)C)CCC3,8,.
Cc1nc(CNS(=O)(=O)c2ccc(Oc3ccccc3)cc2)cs1,.,106
COc1ccc(CNC2CC(C)N(C)CC2C)cc1OC (stereo not drawn),8,.
C#CCN1C(=O)C(O)(CC(=O)c2ccc(OC)c(OC)c2)c2ccccc21 (stereo not drawn),8,98
N#CC1(C(=O)Nc2ccc(C(=O)O)cc2)CC2c3ccccc3C1c1ccccc12 (stereo not drawn),1,.
C/C(=N\NC(=O)Cc1ccc([N+](=O)[O-])cc1)c1ccc(Br)s1,-17,.
Cc1cc(C(=O)CSc2nnc(Cc3ccccc3)o2)c(C)n1Cc1ccc2c(c1)OCO2,4,.
O=C(NCC1CCCO1)C1CC(=O)N(C2CCCCCC2)C1 (stereo not drawn),10,112
COc1ccc(N(CC(=O)N2c3ccccc3CC2C)S(=O)(=O)c2c(C)nn(C)c2C)cc1 (stereo not drawn),2,94
Cc1cc(C)c2oc(-c3ccc(Cl)c(NC(=O)c4ccc(C#N)cc4F)c3)nc2c1,8,51
COc1ccc(O)c(/C=N/c2ncn[nH]2)c1,14,.
COc1cccc(CNn2c(-c3cccc(C)c3)nc3ccccc3c2=O)c1O,1,99
O=C(c1cccs1)N1CCN(C(=O)N2CCOCC2)CC1,12,100
Cc1oc2cc(OCC(=O)OCc3ccccc3)ccc2c(=O)c1-c1nc2ccccc2s1,6,.
O=C(CSc1nc(-c2ccco2)cc(C(F)(F)F)n1)NCCc1ccccc1,-3,125

# Copied from the list:
# HePTP inh result of `O=C(Nc1ccccn1)c1ccccc1O` is entered as 10
# BAP1 block result of `O=C(NCC1CCCO1)C1CC(=O)N(C2CCCCCC2)C1` (stereo not drawn) is entered as 112
# HePTP inh result of `COc1ccc(NC(C)=O)cc1NC(=O)CSc1nnc(-c2ccc(F)cc2)n1N` is entered as -7
# BAP1 block result of `CCOC(=O)c1c(CN2CCC(C)CC2)oc2ccc(OC)cc12` is entered as 95

# The list continues:
SMILES,HePTP inh,BAP1 block
CCc1ccccc1NC(=O)c1cccc(Cl)c1,.,92
Cc1cc(C)cc(NC(=O)CN(c2ccc(Cl)cc2)S(C)(=O)=O)c1,-2,.
CSCC[C@H](NC(=O)OC(C)(C)C)c1nnc(SCc2ccc(F)cc2)o1,6,90
CCOc1ccccc1NC(=O)N1CCC(NC(=O)c2ccccc2C)CC1,2,104
CCc1sc(-c2c(C#N)c(N)nc3c2CCCCC3)cc1Br,6,.
COc1ccc(OC)c(N=CC2=C(O)CC(C)(C)CC2=O)c1,-5&-8,83
O=S(=O)(c1ccccc1)N1CCN(C/C=C/c2ccccc2)CC1,-10,.
O=C(c1ccco1)N1CCN(C2CC3CCC2C3)CC1 (stereo not drawn),7,.
C=CCN1C(=O)/C(=C/c2ccc(OCC)cc2O)SC1=S,-6,.
COc1ccc(NS(=O)(=O)c2ccc(OC)c3ccccc23)cn1,12,100
COc1cc(OC)c2c(c1)OC(c1ccc(OC)c(OC)c1)C(O)C2=O (stereo not drawn),6,96
CCOC(=O)c1cccc(NC(=O)COc2ccc(Cl)cc2)c1,.,138
COC(=O)c1ccccc1Nc1cc(C)nc2nc(C)nn12,4,92
O=C(COc1cccc(Oc2ccccc2)c1)Nc1ncccn1,5,118
COc1cc(C(C)=O)ccc1OCC(O)CNCC1(N2CCCCC2)CCCCC1 (stereo not drawn),4,114
COC(=O)C1=C(C)N(CC2CCCO2)C(=O)/C1=C\c1ccccc1OC (stereo not drawn),-16,.
O=C(Nc1ccc2oc(-c3cccc(Br)c3)nc2c1)c1ccc([N+](=O)[O-])cc1Cl,-9,.
O=C(COc1ccc(S(=O)(=O)N2CCOCC2)cc1)Nc1ccc2c(c1)OCCO2,4,99
Nc1ccc(Cl)c2c1C(=O)c1ccccc1C2=O,.,68
O=C(NCCc1c[nH]c2ccccc12)c1cnc2sccn2c1=O,6,88
COc1ccc(C2c3c(-c4ccccc4O)n[nH]c3C(=O)N2CCc2ccc(OC)c(OC)c2)cc1 (stereo not drawn),16,66
COc1cc(/C=C(/C#N)c2ccc(F)cc2)ccc1OCc1ccc(C(=O)O)o1,-5,78
O=S(=O)(Nc1cccnc1)c1cccs1,11,88
O=P(Cc1ccccn1)(c1ccccc1)c1ccccc1,-18,.
CCOC(=O)Cn1cc(C(=O)c2cccs2)c2ccccc21,-12,107
CCCCc1c(C)[nH]c2ccc(C(=O)O)cc2c1=S,41,.
N#C/C(=C\c1ccc(-c2ccc(Cl)c(Cl)c2)o1)C(N)=O,-3,.
COc1cccc(/C=C2/C(=O)NN(c3ccc(C)cc3)C2=O)c1O,3,.
COCCNC(=O)c1cc2nc(-c3ccc(OC)c(OC)c3)cc(C(F)(F)F)n2n1,6,.
CC1=C(C(=O)OCC2CCCO2)C(c2cccc(C(F)(F)F)c2)C2=C(CCCC2=O)N1 (stereo not drawn),1,.
COc1ccc(OC)c(/C=C2N=C(/C=C/c3ccccc3)OC/2=O)c1,8,.
Cc1c(-c2cccc(Cl)c2)nc2ccccc2c1C(=O)O,105*,.
CCc1cc2c(=O)c(-c3nc4ccccc4s3)c(C)oc2cc1OC(C)C(=O)OC (stereo not drawn),.,114
O=C(Oc1ccc(Cl)cc1)c1cc2ccccc2o1,.,66
CC(C)c1ccc(NS(=O)(=O)c2ccc([N+](=O)[O-])cc2)cc1,5,.
COc1cccc(NC(=O)c2ccccc2-c2nc(-c3ccc(F)cc3)no2)c1,2,86
O=C(COc1ccccc1)Nc1cccc(NC(=O)c2ccco2)c1,7,.
Cc1ccc(C2(c3ccc(C)cc3)CC2C(=O)Nc2ccncc2)cc1 (stereo not drawn),-8,.
Cc1ccc(-c2cc(C(=O)NCC(C)C)c3ccccc3n2)c(C)c1,2,.
O=C(O)c1ccc(N2Cc3ccccc3C2)cc1,30,.
CC1CN(c2ccc([N+](=O)[O-])cc2Cl)CC(C)N1/C(=N\O)c1nonc1N (stereo not drawn),-24,.
CCOCCOC(=O)C1=C(C)NC2=C(C(=O)CCC2)C1c1cccc(OC)c1OC (stereo not drawn),10,.
O=C(NC1(C(F)(F)F)C(=O)Nc2c1c(=O)[nH]c(=O)n2-c1ccccc1)c1cccnc1 (stereo not drawn),8,98
